Assay outcomes (PubChem BioAssay)
mcGAS MS inh = mouse cGAS inhibition by mass spec; 0.18% of 130,000 active; inhibition, % at 12.5 µM; recombinant mouse cGAS, cGAMP by RapidFire MS; Q8C6L5; AID 1259397;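 active = inhibition of cGAS enzyme activity at or above 60%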;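 also: enzyme stimulated by 45 bp dsDNA with ATP and GTP substrates; cGAMP share of summed cGAMP plus half ATP and half GTP signals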
Target sequence (Q8C6L5 whole entry, looked up): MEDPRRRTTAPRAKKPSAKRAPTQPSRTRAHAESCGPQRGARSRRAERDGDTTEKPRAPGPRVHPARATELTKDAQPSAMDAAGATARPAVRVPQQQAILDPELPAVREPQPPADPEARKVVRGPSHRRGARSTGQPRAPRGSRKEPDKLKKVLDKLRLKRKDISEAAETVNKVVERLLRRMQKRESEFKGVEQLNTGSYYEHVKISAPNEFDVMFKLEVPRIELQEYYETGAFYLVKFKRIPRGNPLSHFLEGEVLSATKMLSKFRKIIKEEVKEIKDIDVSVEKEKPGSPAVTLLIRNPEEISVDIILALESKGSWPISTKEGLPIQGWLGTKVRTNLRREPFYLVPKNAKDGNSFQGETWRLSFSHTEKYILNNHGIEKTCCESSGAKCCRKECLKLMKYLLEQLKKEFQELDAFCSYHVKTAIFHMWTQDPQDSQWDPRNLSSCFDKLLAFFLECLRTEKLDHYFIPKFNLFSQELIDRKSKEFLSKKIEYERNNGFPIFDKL
* = called active by the depositor. Not all compounds are listed; rates above refer to the full screens.

Compound | mcGAS MS inh
CCn1c(C2CCN(C(=O)Cc3nonc3C)CC2)nn(C)c1=O | -26
CC1CCc2ccccc2N1C(=O)CSc1nncn1-c1ccccc1 (stereo unspecified) | -2
Cn1c2c(cc(-c3ccccc3Cl)c1=O)CN(C1CCSC1)CC2 (stereo unspecified) | -21
O=C(NCc1ccccc1F)C(C1CCCC1)N1CCN(C(=O)c2ccc(C(F)(F)F)cc2)CC1 (stereo unspecified) | -3
COc1cc(Cl)ccc1C(=O)NC(C)C(=O)NC1CCCC1 (stereo unspecified) | 49
CC(=O)Nc1ccc(C(=O)C(C)N(C)Cc2ccc3c(c2)OCCO3)cc1 (stereo unspecified) | -5
CNC(=O)[C@@H]1C[C@H](N)CN1C(=O)Cn1c(C2CC2)nc2ccccc21 | -6
O=C1N(CCCc2cccnc2)C(=O)C2(CCN(CC3CC=CCC3)CC2)N1Cc1ccccc1 (stereo unspecified) | -12
CC1(NS(=O)(=O)c2ccc3c(c2)CCCC3)CCS(=O)(=O)C1 (stereo unspecified) | -11
COc1cc(OC)cc(N2C(=O)c3ccccc3NC23CCN(C(=O)c2ccc(F)cc2F)CC3)c1 | -1
CN1C(=O)c2ccc(NC(=O)COc3ccc(C(C)(C)C)cc3)cc2C1=O | -1
C=CCCC(=O)N1CCC(n2c(CCC)nc3cccnc32)CC1 | -5
Cc1cn2c3c(=O)n(CCC(C)C)c(=O)n(C)c3nc2n1C | -2
COC(=O)Cc1cc(OC(=O)c2ccc(Cl)cc2)n(C(C)(C)C)n1 | -22
C=CCNCc1cc(Br)ccc1OCC(N)=O | 0
CN(Cc1nc(-c2ccc(C(F)(F)F)cc2)no1)CC(O)c1ccccc1 (stereo unspecified) | -7
O=C1CON=C(Cc2ccccc2)N1Cc1cccc(F)c1 | -16
O=C1NCC2CN(S(=O)(=O)c3ccccc3OC(F)F)CCN12 (stereo unspecified) | -15
CCNC(=O)c1ccc(N2CCN(C3CCOCC3)CC2)nc1 | -8
Cc1cccc(CC(=O)NS(=O)(=O)c2cccc(-c3nnco3)c2)c1 | 3
Cc1cccc2nc(C(=O)N(C)Cc3noc(C4CCC4)n3)c(F)n12 | -12
COc1ccc(/C=C/C(=O)Nn2cnc3c(cnn3C(C)(C)C)c2=O)cc1OC | -4
Cc1cn2c3c(=O)n(C)c(=O)n(C)c3nc2n1-c1cccc(Cl)c1 | -5
Cc1nn(-c2ccccc2)nc1C(=O)NNC(=O)c1ccc2c(c1)OCO2 | -6
CC(C)C1C(=O)NCCN1CC1CCC1 (stereo unspecified) | 0
CCn1ccc(C(=O)N(Cc2cccnc2)c2nc3ccc(F)cc3s2)n1 | 10
CC1(C)CCCC1NC(=O)c1cc(Cl)c2c(c1)OCCCO2 (stereo unspecified) | -10
O=C(NCc1n[nH]c2c1CCCCC2)c1cn(CC2CCCO2)nn1 (stereo unspecified) | -20
CC(C)n1c(O)c(N=Nc2ccc(Cl)nn2)c2ccccc21 | 22
CCCCC(C(=O)O)N1C(=O)C2CC=C(Cl)CC2C1=O (stereo unspecified) | -12

Four compounds drawn at random from those above:
Compound | mcGAS MS inh
COc1ccc(/C=C/C(=O)Nn2cnc3c(cnn3C(C)(C)C)c2=O)cc1OC | -4
C=CCNCc1cc(Br)ccc1OCC(N)=O | 0
CC1(C)CCCC1NC(=O)c1cc(Cl)c2c(c1)OCCCO2 (stereo unspecified) | -10
Cn1c2c(cc(-c3ccccc3Cl)c1=O)CN(C1CCSC1)CC2 (stereo unspecified) | -21

Next structures follow.
Compound | mcGAS MS inh
COC(=O)/C(=C/C(=O)c1ccc(Cl)cc1)Nc1ccc(Br)cc1 | -10
CC(NC(=O)c1ccc(C(C)(C)C)cc1)C(=O)N1CCC(C(=O)c2ccccc2)CC1 (stereo unspecified) | -14
CC(N)=C(C#N)C(=O)CSc1nnc(N)s1 | -2
O=C(CN1CCCN(C(=O)C2CCCO2)CC1)Nc1nc2ccccc2[nH]1 (stereo unspecified) | -4
CC(c1ccc(Cl)cc1)N(Cc1cc(C#N)ccc1F)C1CC1 (stereo unspecified) | -12
Cc1nc(Cl)c2c(n1)N(CC(N)=O)C(=O)CO2 | -10
Cc1cc(F)cc2[nH]c(C(=O)NCCc3nccn3C(F)F)cc12 | 6
COc1ccc(-c2cc3c(nn2)Nc2ccccc2S3)cc1 | -5
CC(NCc1c(C(C)C)nn(C)c1N1CCOCC1)C(=O)N(C)C (stereo unspecified) | -8
O=C(Nc1cccc(-c2ccco2)c1)C1CCN(C(=O)C2CCOCC2)CC1 | -1
CN(CCC#N)C(=O)c1cc2c(=O)n3ccccc3nc2n1C | -2
Cc1ccc(S(=O)(=O)N2CCN(CC(=O)OC(C)(C)C)CC2)s1 | 2
COc1ccc(OC)c(CC(=O)N[C@H]2C[C@H]3CN(C)CCN3C2)c1 | -15
c1cc(C2CCCC2)nc(NCCC2CCOC2)n1 (stereo unspecified) | -2
O=C(O)c1c[nH]c2ccccc2c1=O | 8
CCN(Cc1ccccc1OCC(C)C)CC(C)C#N (stereo unspecified) | -10
O=C(c1ccc(CN(CC2CCOC2)C2CC2)cc1)N1CCCC1 (stereo unspecified) | -30
Cc1cn2c(nc3c2c(=O)n(Cc2ccc(F)cc2)c(=O)n3C)[nH]1 | 2
Cc1ccccc1C1=NC(C(F)(F)F)(C(F)(F)F)N=C2C=CC=CN21 | 1
CC1(C(=O)Nc2cccc(Oc3ccccc3)c2)CCN1Cc1cccc2c1OCO2 (stereo unspecified) | -1
CNc1nc(C)c(C(=O)N(Cc2ccsc2)CC2CCCO2)s1 (stereo unspecified) | -12
O=C1Nc2ccccc2C12CCCN(c1nc(-c3ccccc3)no1)C2 (stereo unspecified) | -33
Cc1ccc(Sc2ncccc2C(F)(F)F)cc1 | -5
O=C(NCC1CC2c3ccccc3C1c1ccccc12)N1CCOCC1 (stereo unspecified) | -18
c1csc(-c2nnc(SCc3nc(-c4ccsc4)no3)n2C2CC2)c1 | -3
CC(C#N)OC(=O)c1ccccc1NCc1ccco1 (stereo unspecified) | -16
CCOC(=O)c1c(C)[nH]c(C(=O)C(=O)N2CCN(c3ccccc3F)CC2)c1-c1ccccc1 | 2
COc1ccccc1OCC(=O)NCC1CCCN(C(=O)c2ccc3c(c2)OCO3)C1 (stereo unspecified) | 7
Cc1cccn2c(=O)cc(CSc3nnc(-c4ccco4)n3C3CCCCC3)nc12 | 6
Cc1nc2ccc(S(=O)(=O)NCCCn3nc(-c4ccco4)ccc3=O)cc2s1 | 4
COc1cccc(C(C2Sc3nc(C)nn3C2=O)N2CCN(c3ccccc3F)CC2)c1 (stereo unspecified) | -11
C=c1ccc(C)cc1=C1NN=C(NC(=O)c2cc(OC)cc(OC)c2)O1 | -4
CC1(O)OC2(C)CCC1(C)OC2(C)O (stereo unspecified) | -3
COc1ccc2nc(NC(=O)N(C)Cc3ccc4c(c3)OCCO4)sc2c1 | -16
CSc1ccc(CNC(=O)CSc2cc(-n3nc(C)cc3C)ncn2)cc1 | -5
CCC1CCCCN1C1=CC(=O)OC12CCCCC2 (stereo unspecified) | 1
O=C(Nc1cccc2cccnc12)C(=O)NC1CCc2ccccc21 (stereo unspecified) | 11
CCOc1ccc(C#N)cc1NC(=O)NC1CCC(C(=O)NC)CC1 (stereo unspecified) | -9
CN(C1CCCCC1)S(=O)(=O)c1ccc(SC2CCOC2=O)nc1 (stereo unspecified) | -4
COc1cc(OC)cc(C2CCN(C(=O)c3cc[nH]c3C)C2)c1 (stereo unspecified) | -12
O=C(O)c1ccccc1CN1CCC(c2ccccc2Cl)C1 (stereo unspecified) | -8
CCOc1ccc(-n2cnnc2)cc1-n1cccc1 | -15
CNc1nc(CN2CCOC(c3ccc(Cl)c(Cl)c3)C2)cs1 (stereo unspecified) | -6
COc1ccccc1-c1noc(CSc2nc3ccccc3c3nc4ccccc4n23)n1 | -8
Cn1c2ccccc2c2cc(C(=O)N3CCC(CO)(Cc4ccccc4)CC3)ccc21 | 1
CC(C)N(C(=O)CSc1nnc(-c2ccc3c(c2)OCO3)o1)C(C)C | -6
CC(C)(O)c1ccccc1CC[C@@H](SCC1(CC(=O)O)CC1)c1cccc(/C=C/c2ccc3ccc(Cl)cc3n2)c1 | 1
Cc1nc(C2CCNCC2)cc(N(C)Cc2ccsc2)n1 | -9
CN(C(=O)c1ccc(C2CCCCC2)cc1)c1c(N)n(Cc2ccccc2)c(=O)[nH]c1=O | -15
Cc1c(C)n2c3c(=O)n(CCN4CCOCC4)c(=O)n(C)c3nc2n1-c1ccccc1F | -3
COc1ccc(CCNC(=O)C2CCC(=O)N(C3CCCC3)C2)cc1 (stereo unspecified) | -9
Cc1ccc(=O)n(CC(=O)Nc2ccc(Sc3ccccc3Cl)cc2)n1 | 3
Cc1nnc(CN2CCCc3cc(C(C)C)ccc32)n1C | 2
CNc1cnc(-c2ccccc2)cn1 | 0
O=C1CC(c2cccs2)Cc2nc(NC3CC3)ncc21 (stereo unspecified) | 4
NCCCCOc1ccc(F)cc1 | -3
Cn1c(=O)n(Cc2ccc(Cl)cc2)c(=O)c2c1nc1n2CCN1Cc1ccccc1 | -3
O=C(NCc1ccc(Cl)s1)c1ccc2c(c1)OCCO2 | -12
O=C(c1cc2ccccc2oc1=O)N1CCC2(CCCN(Cc3ccccc3F)C2)C1 (stereo unspecified) | -3
Brc1ccc2cc(Oc3ncccn3)ccc2c1 | -1

(more compounds)
Compound | mcGAS MS inh
COc1cc(=O)n(-c2ccccc2C)nc1C(=O)Nc1ccccc1C | -31
CC(=NNc1ncc(Cl)cc1Cl)c1ccc2c(c1)OCO2 | -4
CC(=O)N1CCN(C(=O)c2ccccc2CSc2nc(C)cs2)CC1 | -7
O=C(CCC1CCN(Cc2ccon2)CC1)NCC1CCCO1 (stereo unspecified) | -2
COCCn1c(=NC(=O)c2cc(C)on2)sc2cc(F)cc(F)c21 | -9
Cc1nn(-c2nc(C)c(C)c(=O)[nH]2)c(C)c1CCC(=O)NCc1c(F)cccc1F | -3
Cc1cc(OCC(=O)Nc2ccc(CS(N)(=O)=O)cc2)ccc1C(C)C | -12
NC(=O)CC1CCCCN1C(=O)CNc1cccc(C(F)(F)F)c1 (stereo unspecified) | -5
c1csc(-c2nnc(CSc3nnc(-c4ccc5c(c4)OCO5)o3)o2)c1 | -6
Brc1c(-c2cccs2)nc2ccccn12 | 0
O=C(c1ccc(N2CC(O)C2)nc1)N1CCCN(c2ncccn2)CC1 | 80*
O=c1c2cc(Br)ccc2[nH]c(=S)n1Cc1ccco1 | -12
Cc1ccc(C(=O)N2CCN(S(=O)(=O)c3c(C)c(C)c(C)c(C)c3C)CC2)o1 | -2
COc1ccc(S(=O)(=O)NC(=O)C2(C)CCN2C(=O)C2(c3ccc(Cl)cc3)CCC2)cc1 (stereo unspecified) | -13
Cc1cc(C(=O)N(Cc2ccco2)c2nc3ccccc3s2)no1 | -4
Cc1nnc(SCC(=O)NN2C(=O)NC3(CCC(C)CC3)C2=O)n1C1CC1 (stereo unspecified) | -4
c1cc(CN2CCCC(N3CCN(Cc4ccc5c(c4)OCO5)CC3)C2)cs1 (stereo unspecified) | -4
Cc1cc(F)c(S(=O)(=O)NC(=O)c2cc(C)n(C)n2)cc1F | -7
Cc1sc2nc3scc(CC(=O)NCCO)n3c(=O)c2c1C | -11
Cc1nc2sccn2c1C(=O)N1CCCC(Nc2ccc(C(C)C)cc2)C1 (stereo unspecified) | -1
COc1cc(C2c3cc4c(cc3OC(=N)C2C#N)OCO4)cc(Br)c1OC (stereo unspecified) | -27
Cc1nn(C)c(Oc2cccc(Cl)c2)c1C(=O)N1C[C@H](O)C[C@H]1C(=O)OCc1ccccc1 | -1
CC(C)N(C)C(=O)c1ccc(CNCc2cc(Br)ccc2F)cc1 | -2
Nc1nccnc1C(=O)NCCSCc1ccsc1 | 7
OCC1(CCOc2ccccc2)CCN(Cc2ccccc2-c2ccco2)CC1 | -8
CC12COC3(C(=O)O)CC1CCC32C (stereo unspecified) | 46
COc1ccc(-c2n[nH]c(=S)n2-c2cccc(C)c2)cc1 | -6
CC(C)c1cc(CNC(=O)CSCc2ccccc2Cl)no1 | -28
COCCS(=O)(=O)N(C)C(C)c1ccc(Cl)cc1 (stereo unspecified) | 3
CNCc1ccc(CN(C)C)cc1 | -2
O=C(CC(c1ccccc1)c1ccccc1)N1CCCC1c1nnc2c(C(F)(F)F)cccn12 (stereo unspecified) | -2
S=c1nc(-c2ccc(Cl)cc2)[nH]c2ccccc12 | -1
CCOc1ccc(NC(=O)CSc2nnc(CNC(=O)c3ccc(-c4ccccc4)cc3)n2-c2ccccc2OC)cc1 | -7
COc1cccc2c1OCCCN(C(=O)c1cn[nH]n1)C2 | -1
CC(=O)Oc1c(-c2ccc(N)cc2)c(CC(C)C)nn1-c1ccc(F)cc1 | -12
O=C(NCc1cccnc1)NCc1ccccc1OCC1CC1 | -5
O=C(Cn1ccccc1=O)NCc1ccccc1S(=O)(=O)N1CCCCC1 | 1
Cc1sc(C(=O)NS(C)(=O)=O)cc1-c1ccc(F)cc1 | -7
CCN(CC)C(=O)CN(C)S(=O)(=O)c1cc(Br)ccc1Br | -11
COc1cc(-n2ccnc2-c2cc(C)c(C)o2)ccc1NC(C)=O | -21
CCn1c(C2CCN(C(=O)c3ccccc3-n3cncn3)CC2)nn(C)c1=O | -4
Cc1cnc(NCCN2CCCCCC2)nc1N(C)C | -9
Cc1sc2nc(C(C)SC3=NCCS3)[nH]c(=O)c2c1C (stereo unspecified) | -4
CN(Cc1noc(C2CCCC2)n1)Cc1cn[nH]c1-c1ccc(F)cc1 | -27

Copied from the listing, 2 compounds:
Compound | mcGAS MS inh
Cc1sc2nc(C(C)SC3=NCCS3)[nH]c(=O)c2c1C (stereo unspecified) | -4
CN(Cc1noc(C2CCCC2)n1)Cc1cn[nH]c1-c1ccc(F)cc1 | -27
